HIF act: HIF pathway transcriptional activation | U2OS HRE-luciferase reporter, luminescence; normalized: DMSO 0%, desferrioxamine 100% | activation, % at 7.5 µM (by protocol) | 0.32% of 300,000 active | AID 1910;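 active means mean activation of at least 10% of the iron chelator positive control signal, with at least half of replicates also reaching 10%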
SKKanGAS inh: blocks kanamycin growth of S. pyogenes SKKanGAS strain. BacTiter-Glo, 6 h. inhibition, % at 7.5 µM. 1.3% of 300,000 active;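 active means mean replicate score, as percent of positive control median, at least 50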;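 further: strain carries kanamycin resistance gene driven by streptokinase promoter and grows in 40 µg/ml kanamycin; loss of luminescence reflects streptokinase promoter inhibition or plain growth inhibition; 0% = median of DMSO wells and 100% = positive control at its reference dose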
aSyn UTR inh: MLPCN primary screen, SNCA 5' untranslated region; alpha-synuclein 5'UTR reporter, inhibitor activity; inhibition, % (tested at 7.5 µM); 0.82% of 300,000 active; in the data active means inhibition above about 60%;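 further: H4 neuroglioblastoma cells stably carrying SNCA 5'UTR luciferase fusion; 0% = DMSO wells and 100% = positive control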
IEC-6 tox: kills IEC-6 intestinal cells in KLF5 counter-screen; IEC-6 cytotoxicity, luminescence viability; inhibition, % at 5 µM; 0.78% of 290,000 active; AID 1825; in the data active means inhibition above about 22%;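 further: 0% = plate median of test compound wells and 100% = cytotoxic reference compound wells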
HSF-1 act: increases HSF-1 driven luciferase reporter signal; NIH3T3-HGL HSF-1 luciferase reporter, MG132, 8 h; 100% = twice DMSO control signal; 1.7% of 300,000 active; activation, % at 9 µM; AID 504408;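 active means mean replicate activation of at least 50% with a set share of replicates each reaching 50%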;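 further: 0% = median of the neutral control wells and 100% = twice that signal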
HSF1 inhib: HSF1 inhibition; 0.77% of 300,000 active; NIH3T3-HGL HSE-luciferase, MG132-induced, luminescence 8 h; stronger effect = lower value; activity change, negative = inhibition, % at 7.5 µM (by protocol);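 active means more than half of replicate wells show activity change below -50%, luminescence cut by over half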;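 further: luciferase reports HSF-1 transcriptional activity via heat shock element; 0% = median of DMSO wells and -100% = zero luminescence signal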
Platelet DG rel: modulates dense granule release in human platelets | human platelet-rich plasma, SFLLRN dense granule ATP release, luminescence | inhibition, %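 (compounds screened at 7.5 µM in platelet-rich plasma)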 | 0.22% of 300,000 active | AID 1663;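 active means mean replicate score, as percent of positive control, at or above 50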
HSP90 refold inh: blocks HSP90-mediated luciferase refolding in reticulocyte lysate; AID 1789; Rabbit reticulocyte lysate, luciferase refolding luminescence, 3 h; 0.91% of 290,000 active; inhibition, % at 5.6 µM;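 active means inhibition above the screen-wide mean plus 3 SD, computed separately per campaign, cut at about 16% in these data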;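 further: 0% = DMSO wells and 100% = 60 µM geldanamycin wells; inhibitors lower the luminescence because luciferase stays unfolded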
KLF5 inhibitor: suppresses KLF5 promoter-driven expression. inhibition, % at 5 µM. 0.23% of 290,000 active. DLD-1 KLF5 promoter-luciferase reporter, luminescence;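 active means inhibition above a per-plate limit of that plate's mean compound inhibition plus 3 SD, cut at about 60% in these data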;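 further: 0% = DMSO wells and 100% = LY294002 at 200 µM; higher means less KLF5 promoter-driven luciferase light; inactives centre near -14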
AI-2 QS modul: Vibrio harveyi AI-2 quorum sensing modulation | AID 2094 | 0.4% of 300,000 active | activity change, % at 7.5 µM | Vibrio harveyi JMH597 AI-2 luminescence/OD600 ratio, 9 h; stronger effect = lower value; strain lacks LuxN and CqsS sensors; 0 = neutral-control median; in the data active means activity change below about -75%, passing the limit was not always enough;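 further: luminescence divided by OD600 gain over 9 h not by final OD600 alone; inactives centre near 13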
Numbers without * were called inactive; x = not tested or not shown. No enrichment for hits (roughly 6% active in at least one column).

SMILES	HIF act	SKKanGAS inh	aSyn UTR inh	IEC-6 tox	HSF-1 act	HSF1 inhib	Platelet DG rel	HSP90 refold inh	KLF5 inhibitor	AI-2 QS modul
COc1ccc(Cl)cc1N1C(=NC(=O)C2CCCO2)SC2CS(=O)(=O)CC21 (stereo unspecified)	0.6	-4	7	2	-1	-2	-1	-3	-11	7
COC(=O)c1sc(SC)c(S(=O)(=O)C(C)C)c1N/N=C(\C#N)S(=O)(=O)c1ccccn1	-0.4	-7	-7	3	1	-10	-2	3	-8	10
O=C(O)C1C2CCC(C2)C1C(=O)NCCc1ccc(F)cc1 (stereo unspecified)	-5.1	2	19	-5	5	-2	3	-4	-19	25
CCOc1ccc2c(c1)OC(c1ccc(OC)cc1)(C(F)(F)F)NC2=O (stereo unspecified)	0.7	3	96*	81*	23	14	2	-1	45	30
COc1ccc(NC2CCCN(C(=O)CCN3CCCO3)C2)cc1 (stereo unspecified)	0.2	0	17	-10	3	-7	13	-6	-40	x
CCOC(=O)C1CCN(C(=O)Nc2ccc(NC(=O)C3CCN(C(=O)OCC)CC3)cc2)CC1	0.1	3	4	-5	-6	-9	0	-1	-3	42
Cc1cc(Br)cc(Br)c1OCC(=O)NNC(=O)Nc1ccccc1	-0.1	1	6	x	-1	2	2	x	x	20
Cc1nc(-c2ccncc2)sc1C(=O)Nc1ccc(Cl)cc1	0.0	6	16	-10	15	5	-2	-1	-26	26
COc1ccc(C(CC(=O)O)c2ccc3c(c2)OCO3)cc1 (stereo unspecified)	0.0	-2	4	-6	0	-1	2	-1	-40	11
CCOC(=O)C(C(=O)OCC)C(Nc1ccc(Br)cc1)c1ccccc1 (stereo unspecified)	8.7	-3	-41	2	301*	227	0	-3	3	-4
COc1cc(O)oc1C=Nc1ccccc1	0.3	-2	-15	-5	10	1	-9	-3	-20	0
Cc1ccc(CNC(=O)C2CCCN(c3nc4ccccc4o3)C2)cc1 (stereo unspecified)	-0.3	-3	23	-2	-1	-9	-25	-2	4	-5
CCCn1c(O)c(CN2CCCC(C)C2)c(C)c(C#N)c1=O (stereo unspecified)	-0.2	4	-18	-4	-2	2	x	-1	-20	9
CCC(C)OC(=O)C(C)Oc1ccc(-c2ccccc2)cc1 (stereo unspecified)	0.5	22	1	4	4	-5	4	9	-7	23
O=C1NC(=S)N(C(=O)c2ccc(F)cc2)/C1=C/c1cccnc1	0.0	38	-13	6	-5	-15	-3	2	-12	27
CC(Sc1cnc2ccccc2n1)C(=O)O (stereo unspecified)	-6.3	-1	17	5	-28	-8	3	0	-10	14
Cc1cc(NC(=O)CSc2ccc3nnc(-c4ccc(F)cc4)n3n2)no1	0.2	-5	-7	2	6	0	3	0	-23	23
O=C(NCCc1cccc(C(F)(F)F)c1)C1CCC(=O)N(C2CC2)C1 (stereo unspecified)	0.3	0	-2	3	7	-6	1	7	-20	11
CC(=O)NCCC(=O)Nc1nc(-c2c[nH]c3ccccc23)cs1	-1.1	-1	-14	4	4	-1	9	3	-21	17
COc1cc(S(=O)(=O)N2CCC(C(N)=O)CC2)c(C)cc1C	-0.3	0	5	-4	-2	-6	-1	-5	6	11
CC(C)NC(=O)c1onc(CSc2ccccc2)c1C(=O)O	1.4	7	-1	-2	-17	-4	-3	-2	-38	-7
COC(=O)c1[nH]c2cccc(OC)c2c1NC(=O)CCN1CC(C)CC(C)C1 (stereo unspecified)	0.1	0	20	3	-11	-2	0	1	-19	3
COc1ccccc1NC(=S)N1CCN(c2cccc(C)c2C)CC1	-7.1	5	1	0	-9	-10	-1	0	-8	-2
COc1cc(C(=O)NCCN=C2NS(=O)(=O)c3ccccc32)cc(OC)c1OC	0.5	-2	9	4	-10	-6	-19	0	-12	2
COc1ccc(C(C)=O)cc1COc1cccc2c1OC(C)(C)C2	-0.5	-2	22	6	4	-5	-8	-4	-23	12
Cc1ccc(NC(=S)N(CCCN2CCN(C)CC2)Cc2cccs2)cc1C	0.4	1	9	10	4	7	5	7	8	0
CN1CCN(c2nc(Nc3ccc(F)cc3)nc(Nc3ccc(F)cc3)n2)CC1	0.9	19	-28	8	-9	0	1	-1	-9	26
CC(C)Oc1ccc(C(=O)OC(C)C(=O)NC2CCCCC2C)cc1 (stereo unspecified)	-23	2	-2	-4	5	1	-8	6	-9	-2
CC(=O)Nc1ccc(C(=O)N/C(=C/c2ccccc2)C(=O)Nc2cccc(C(=O)O)c2)cc1	0.1	1	7	9	2	-2	6	5	-4	20
CCc1c(O)nc(SCC(=O)NCc2ccco2)[nH]c1=O	-0.5	-3	10	-1	7	-8	9	3	-26	15

15 consecutive compounds out of the list so far, for reference:
SMILES	HIF act	SKKanGAS inh	aSyn UTR inh	IEC-6 tox	HSF-1 act	HSF1 inhib	Platelet DG rel	HSP90 refold inh	KLF5 inhibitor	AI-2 QS modul
CC(Sc1cnc2ccccc2n1)C(=O)O (stereo unspecified)	-6.3	-1	17	5	-28	-8	3	0	-10	14
Cc1cc(NC(=O)CSc2ccc3nnc(-c4ccc(F)cc4)n3n2)no1	0.2	-5	-7	2	6	0	3	0	-23	23
O=C(NCCc1cccc(C(F)(F)F)c1)C1CCC(=O)N(C2CC2)C1 (stereo unspecified)	0.3	0	-2	3	7	-6	1	7	-20	11
CC(=O)NCCC(=O)Nc1nc(-c2c[nH]c3ccccc23)cs1	-1.1	-1	-14	4	4	-1	9	3	-21	17
COc1cc(S(=O)(=O)N2CCC(C(N)=O)CC2)c(C)cc1C	-0.3	0	5	-4	-2	-6	-1	-5	6	11
CC(C)NC(=O)c1onc(CSc2ccccc2)c1C(=O)O	1.4	7	-1	-2	-17	-4	-3	-2	-38	-7
COC(=O)c1[nH]c2cccc(OC)c2c1NC(=O)CCN1CC(C)CC(C)C1 (stereo unspecified)	0.1	0	20	3	-11	-2	0	1	-19	3
COc1ccccc1NC(=S)N1CCN(c2cccc(C)c2C)CC1	-7.1	5	1	0	-9	-10	-1	0	-8	-2
COc1cc(C(=O)NCCN=C2NS(=O)(=O)c3ccccc32)cc(OC)c1OC	0.5	-2	9	4	-10	-6	-19	0	-12	2
COc1ccc(C(C)=O)cc1COc1cccc2c1OC(C)(C)C2	-0.5	-2	22	6	4	-5	-8	-4	-23	12
Cc1ccc(NC(=S)N(CCCN2CCN(C)CC2)Cc2cccs2)cc1C	0.4	1	9	10	4	7	5	7	8	0
CN1CCN(c2nc(Nc3ccc(F)cc3)nc(Nc3ccc(F)cc3)n2)CC1	0.9	19	-28	8	-9	0	1	-1	-9	26
CC(C)Oc1ccc(C(=O)OC(C)C(=O)NC2CCCCC2C)cc1 (stereo unspecified)	-23	2	-2	-4	5	1	-8	6	-9	-2
CC(=O)Nc1ccc(C(=O)N/C(=C/c2ccccc2)C(=O)Nc2cccc(C(=O)O)c2)cc1	0.1	1	7	9	2	-2	6	5	-4	20
CCc1c(O)nc(SCC(=O)NCc2ccco2)[nH]c1=O	-0.5	-3	10	-1	7	-8	9	3	-26	15

Additional records
SMILES	HIF act	SKKanGAS inh	aSyn UTR inh	IEC-6 tox	HSF-1 act	HSF1 inhib	Platelet DG rel	HSP90 refold inh	KLF5 inhibitor	AI-2 QS modul
Cn1c(=O)c2ccccc2n2c(CCl)nnc12	-0.1	5	-4	-2	4	1	0	2	13	40
COc1cc(NC(=O)c2ccc(NC3=NC4CS(=O)(=O)CC4S3)cc2)cc(OC)c1OC (stereo unspecified)	0.3	-7	-18	-6	-14	-5	-8	-3	-13	17
COc1ccccc1NC(=O)CS(=O)(=O)c1cn(CC(=O)N2CCCC2)c2ccccc12	0.2	0	-4	3	18	11	11	4	1	4
CCOCCCNC(=O)CSc1nc2nc(C)c(Cc3ccccc3)c(C)n2n1	0.0	-4	1	-4	10	1	2	2	-3	18
CCOc1ccc(C(=O)N2CCN(c3ccccn3)CC2)cc1	-0.2	-1	12	-4	2	-7	2	-3	-32	22
Cc1ccc(S(=O)(=O)N/N=C/c2cccc3c2OCCO3)cc1	0.5	3	11	8	1	-3	-2	-1	19	4
COC(=O)CC1C(=O)NCCN1C(=S)Nc1cccc(C)c1 (stereo unspecified)	0.7	6	-13	2	0	-3	-9	4	-5	3
Cc1ccc(Cn2c(CCNc3nc(-c4ccc(C)cc4)cs3)nc3cc(C(=O)NCCCO)ccc32)cc1	0.0	25	9	x	-17	-17	-1	x	x	47
c1cc2c(cc1-c1[nH]ncc1CN1CC3C[C@@H]4CC1C[C@H](C3)C4)OCO2	0.0	-11	2	-2	x	x	5	-3	-26	22
O=C1C(Cl)=C(N2CCN(Cc3ccccc3)CC2)C(=O)N1Cc1ccccc1	-0.6	40	8	0	-14	5	-1	1	-19	17
CN1CCN(C(=O)CC2C(=O)NCCN2Cc2ccc(-c3ccccc3)cc2)CC1 (stereo unspecified)	-0.4	1	2	-4	3	3	1	-4	-33	15
COc1cc(SC)ccc1C(=O)OC(C)C(=O)Nc1ccc(NC(C)=O)cc1 (stereo unspecified)	-0.1	2	6	2	-5	-1	2	4	-22	24
COCCNC(=O)CN(c1ccccc1OC)S(C)(=O)=O	-0.3	-8	33	-3	x	x	-4	0	8	23
COC(=O)c1c(C)[nH]c(O)c1C=Nc1ccc(Oc2ccccc2)cc1	0.1	6	-17	2	5	-5	-4	5	-8	5
Cc1nnsc1C(=O)NC1CCCCC1	0.3	4	6	5	16	3	-1	0	-30	26
CC(c1ccco1)N(C(=O)c1ccc(C(F)(F)F)cc1)c1ccccn1 (stereo unspecified)	1.3	2	-18	-1	0	0	-1	-4	-24	5
CCOc1ccc(NC(=O)CCC(=O)N/N=C/c2ccc([N+](=O)[O-])s2)cc1	-0.5	4	-44	3	6	12	10	0	-12	24
CC(C)CC(=O)NNC(=S)NCc1ccco1	0.1	7	0	-1	3	-1	-2	-2	-21	20
O=C1N2CCSC2=NC1(Nc1nccs1)C(F)(F)F (stereo unspecified)	-0.1	6	22	3	7	5	-1	-2	-22	17
NS(=O)(=O)c1ccc(NC(=S)NC(=O)c2cccnc2)cc1	-0.5	1	9	5	7	-7	0	4	-20	23
CC(=O)Nc1ccc(S(=O)(=O)NCC(C)NS(=O)(=O)c2ccc(NC(C)=O)cc2)cc1 (stereo unspecified)	0.0	4	-17	0	-9	-10	2	-1	-26	20
Oc1cc(Cc2ccccc2)cnc1CN1CCOCC1	0.4	-4	-22	-8	0	-10	6	3	0	15

Screening data as filed in PubChem.
